Compound activity as filed in PubChem BioAssay.
LYP phosphatase: inhibitors of LYP phosphatase, biochemical, fluorescence intensity, uHTS (AID 1779); recombinant LYP phosphatase, fluorescence intensity; higher % means a stronger effect; inhibition, % at 11.5 µM; hits with a dose series show IC50 in µM; 290,000 compounds, 0.054% hits; in the data active = inhibition above about 50%;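 also: plate controls were vehicle with enzyme for no effect and no enzyme for full effect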
GPR35 antagonists: GPR35 antagonists blocking zaprinast-driven arrestin recruitment, primary screen, imaging, U2OS, beta-arrestin-GFP, zaprinast agonist (AID 2058); 290,000 compounds, 0.052% hits; U2OS GPR35 beta-arrestin-GFP translocation imaging, zaprinast antagonism; higher % means a stronger effect; inhibition, % at 10 µM, or IC50 in µM where a hit was titrated;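 active = inhibition of at least 50% with at least 30 cells and total cytoplasm GFP at most 10,000,000; inconclusive = under 30 cells or total GFP of 10,000,000 plus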
T cell HTS: T cell immune modulation candidate. 2C CD8+ T cell-vesicle binding, flow cytometry; stronger effect = lower value. calls only at 7 µM. 330,000 compounds, 0.068% hits. AID 2052;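 active = response, share of CD8 T cells binding vesicles, and their 90th percentile fluorescence all below set limits, cut at about 80% in these data, passing the limit was not always enough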
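Assay system – 2C mouse CD8+ T cells · Also added – QL9-loaded Drosophila micro-vesicles · Timing – Cell–vesicle co-incubation 1.5 h at 37 °C, staining 20 min on ice · Signal – flow cytometry of vesicle-bound cells · Measure – percent CD8+ FL2 mean versus row control · Controls – Peptide-free naked vesicles (low) and QL9 vesicles with 0.7% DMSO vehicle (high)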
Hep lipid drop: hepatic lipid droplet formation modulation; 240,000 compounds, 0.4% hits; inhibition, % at 6.5 µM; AID 1656; AML12 mouse hepatocytes, oleate lipid droplets, BODIPY imaging;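 active = lipid droplet intensity inhibited by at least 50%, with more than 500 cells counted; inconclusive = wells with under 300 cells, treated as cytotoxic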
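System: AML12 hepatocytes (mouse). Probe or stimulus: oleic acid at 100 µM to induce lipid droplet formation. Times: overnight treatment with compound plus oleate. Detection: Image-based BODIPY and DAPI two-channel analysis. Evaluation: percent inhibition of filter-corrected integrated lipid droplet intensity per well.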
SV40 large T antigen: TAg ATPase/helicase activity blockers – biochemical (AID 1903); SV40 large T antigen ATPase/helicase inhibition assay; higher % means a stronger effect; inhibition, % at 20 µM; hits with a dose series show IC50 in µM; 310,000 compounds, 0.39% hits; in the data active = a potency from the dose series; inconclusive = inhibition mostly from about 32% at the one dose, without a potency; inactive = the rest, 99 in 100 with inhibition below about 32%; also: strong numbers were not always called active
GPR55 antagonists: GPR55 antagonists blocking LPI-driven arrestin recruitment, primary screen, imaging, U2OS, beta-arrestin-GFP, LPI agonist (AID 2013). U2OS GPR55 beta-arrestin-GFP translocation imaging, LPI antagonism; higher % means a stronger effect. 290,000 compounds, 0.13% hits. inhibition, % at 10 µM, or IC50 in µM where a hit was titrated;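 active = spots per cell inhibited over 60%, with over 100 cells counted and total cytoplasm intensity under 500,000; inconclusive = wells with under 100 cells, flagged as likely toxic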;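 also: U2OS cells stably carrying GPR55 and arrestin-GFP stimulated by 5 µM LPI near EC80; imaged beta-arrestin-GFP aggregate spots per cell after agonist stimulation; plate controls were LPI-stimulated DMSO wells for no effect and DMSO wells without LPI for full effect; some results filed as inactive read as strong as hits; confirmed hits need IC50 under 10 µM and bright autofluorescent wells are also inconclusive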
Rac1 GTP hydrolysis: MgcRacGAP GTPase-activating activity inhibitors, confirmation, biochemical, ADP Hunter fluorescence; MgcRacGAP-stimulated Rac1 GTP hydrolysis, ADP Hunter fluorescence; higher % means a stronger effect; GST-tagged Rac1 F28L mutant substrate; inhibition, % at 30 µM; hits with a dose series show IC50 in µM; 340,000 compounds, 0.6% hits; AID 624330;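 active = first-screen hits whose inhibition reached a set limit at any dose in the follow-up dose series; inconclusive = inhibition above the set first-screen limit but never retested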;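 also: fluorescence reports GDP produced by GAP-driven GTP hydrolysis; strong numbers were not always called active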
GPR55 activation: selective activators of receptor GPR55 – imaging, U2OS cells, beta-arrestin-GFP redistribution, primary screen (AID 1961). U2OS GPR55 beta-arrestin-GFP redistribution imaging; higher % means a stronger effect. 290,000 compounds, 0.048% hits. activation, % at 10 µM, or EC50 in µM where a hit was titrated;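 active = activation above 40% with more than 50 cells counted in the well; inconclusive = wells holding fewer than 50 cells, flagged as toxic or sparse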;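 also: U2OS osteosarcoma cells stably expressing GPR55 and beta-arrestin-GFP; plate controls were DMSO negative control for no effect and LPI positive control for full effect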
NTR1 ag: NTR1-driven beta-arrestin-GFP spot formation – imaging, U2OS cells, high content, primary screen (AID 493036); P30989; agonist mode; activation, % at 20 µM; 330,000 compounds, 0.17% hits;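 active = activation at or above 40% of the spot to cytoplasm intensity ratio, with at least 20 cells analyzed; inconclusive = wells under 20 cells, flagged as cytotoxic or low count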;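 also: 0% = DMSO without peptide and 100% = 100 nM NTR1 peptide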
Target sequence (P30989 whole entry, looked up): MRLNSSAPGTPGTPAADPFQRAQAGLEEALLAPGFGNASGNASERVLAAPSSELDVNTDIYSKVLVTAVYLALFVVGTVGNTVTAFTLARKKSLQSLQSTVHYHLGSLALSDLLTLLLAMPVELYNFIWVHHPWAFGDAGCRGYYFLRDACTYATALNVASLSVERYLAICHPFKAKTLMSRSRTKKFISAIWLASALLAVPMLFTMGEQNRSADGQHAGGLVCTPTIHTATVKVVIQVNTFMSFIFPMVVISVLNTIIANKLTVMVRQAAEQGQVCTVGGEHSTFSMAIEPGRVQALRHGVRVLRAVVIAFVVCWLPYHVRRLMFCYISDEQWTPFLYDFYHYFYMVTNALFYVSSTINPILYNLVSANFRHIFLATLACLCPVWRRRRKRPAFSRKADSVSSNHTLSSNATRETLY
Hep lipid drop cells 6.5 µM: further read-out of Hep lipid drop, marked with its call; cell count; measured here: cell count, cytotoxicity flag;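 cells counted across two imaged fields per well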
T cell HTS vesicle-bound %: recorded beside T cell HTS, whose call it bears; double positive events, %; measured here: CD8+ vesicle-bound cell fraction;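 binding gate set so that unloaded-vesicle control wells show 10% double positive cells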
NTR1 ag cell count 20 µM: second read-out of NTR1 ag, no call of its own (marks repeat the call); cell count; measured here: cell count, cytotoxicity flag
* = called active by the depositor; i = inactive; ? = inconclusive; · = no result given.

SMILES | LYP phosphatase | GPR35 antagonists | T cell HTS | T cell HTS vesicle-bound % | Hep lipid drop | Hep lipid drop cells 6.5 µM | SV40 large T antigen | GPR55 antagonists | Rac1 GTP hydrolysis | GPR55 activation | NTR1 ag | NTR1 ag cell count 20 µM
Cc1c(C=O)c2ccccc2n1CC(=O)O | -6% | 7% | i | 9 | -5 | 703 | 20% | 2% | 0% | 0.2% | 3.2 | 43
COc1ccc(OCCC(=O)OCC(=O)Nc2cccc(Br)c2)cc1 | -2% | -2% | i | 58 | 0 | 688 | 5% | 5% | 15% | -0.2% | 0.7 | 64
COCCOC(=O)c1c(C)oc2ccc(NS(=O)(=O)c3cccs3)cc12 | -4% | -10% | i | 51 | -3 | 694 | 4% | 14% | 2% | -0.1% | -0.2 | 58
O=C(/C=C/c1cc2c(cc1Br)OCO2)NCc1ccc(F)cc1 | 5% | 9% | i | 29 | 0 | 680 | -4% | -7% | 3% | -0.1% | 0.7 | 50
COc1ccc(-n2c(SCC(=O)Nc3ccc4c(c3)OCO4)nnc2C(C)N2CCCCC2)cc1 (stereo not given) | -5% | -2% | i | 30 | · | · | 3% | 11% | 0% | -0.1% | -1.1 | 87
CSc1oc(-c2ccc(F)cc2)nc1S(=O)(=O)c1ccc(F)cc1 | -3% | 2% | i | 19 | · | · | 2% | -16% | 0% | 0.3% | -1.7 | 63
Cc1cc(C)n(CCC(=O)N2CCCC(N3CCN(c4cccc(Cl)c4)CC3)C2)n1 (stereo not given) | -3% | 2% | i | 37 | -6 | 627 | 14% | 0% | -3% | 0.8% | -0.5 | 46
O=C(Cc1ccc([N+](=O)[O-])cc1)NNC(=O)c1ccc2c(c1)OCO2 | -2% | 11% | i | 15 | 4 | 771 | 6% | 4% | 11% | 0.2% | -1.0 | 49
O=C(COc1ccccc1)Nc1ccncc1 | -10% | -5% | i | 28 | 12 | 732 | · | 2% | 4% | -0.1% | 1.1 | 33
CC(C)OCCOc1ccc2oc(-c3ccco3)cc(=O)c2c1 | -7% | 6% | i | 22 | 8 | 824 | 15% | -12% | 9% | 1.1% | -0.1 | 62

Part of the list above with just Hep lipid drop and GPR35 antagonists:
canonical_smiles	Hep lipid drop	GPR35 antagonists
Cc1c(C=O)c2ccccc2n1CC(=O)O	-5	7%
COc1ccc(OCCC(=O)OCC(=O)Nc2cccc(Br)c2)cc1	0	-2%

Other entries follow.
SMILES | LYP phosphatase | GPR35 antagonists | T cell HTS | T cell HTS vesicle-bound % | Hep lipid drop | Hep lipid drop cells 6.5 µM | SV40 large T antigen | GPR55 antagonists | Rac1 GTP hydrolysis | GPR55 activation | NTR1 ag | NTR1 ag cell count 20 µM
C=CCN1C(=O)C(O)(CC(=O)c2ccccn2)c2ccccc21 (stereo not given) | -8% | 1% | i | 61 | 8 | 682 | 10% | 1% | -2% | -0.1% | 1.0 | 33
NS(=O)(=O)c1cccc(NC(=O)COC(=O)c2cc(Cl)ccc2[N+](=O)[O-])c1 | -9% | -14% | i | 32 | 7 | 751 | 5% | -5% | 9% | 0.0% | 0.9 | 78
O=C1C2ON(c3ccccc3)C(c3ccccn3)C2C(=O)N1c1ccc(Br)cc1 (stereo not given) | 6% | -8% | i | 21 | · | · | 20% | 12% | 4% | -0.2% | -0.5 | 34
CCC(=O)N(Cc1cccs1)C1CCOC(C)(C)C1 (stereo not given) | -4% | -6% | i | 47 | · | · | 5% | 9% | 2% | -0.1% | -3.8 | 72
CCc1cccc(NC(=O)CCS(=O)(=O)c2ccc3c(c2)NC(=O)CO3)c1 | -4% | 0% | i | 30 | -1 | 745 | 8% | -4% | 4% | -0.2% | 0.1 | 63
Cn1c(SCC(=O)c2ccccc2)nc2cccnc21 | -7% | 11% | i | 55 | 3 | 716 | 4% | 7% | 4% | -0.1% | -6.0 | 76
O=C(Nc1ccccc1)C1=C[C@@H](c2ccc3c(c2)OCO3)C[C@@H](OCCCCO)O1 | · | · | i | 20 | · | · | -2% | · | 8% | · | 2.4 | 60
O=C(NNC(=O)c1c(F)cccc1F)c1sccc1-n1cccc1 | 1% | 0% | i | 26 | 7 | 707 | -10% | -1% | 3% | -0.3% | -1.0 | 42
CN(CC(=O)Nc1ccc(Cl)c(C(F)(F)F)c1)C(=O)c1cc(-c2ccncc2)nc2ccccc12 | · | · | i | 46 | · | · | 27% | · | 2% | · | 30 | 70
CCc1nnc2c(NCCc3ccccc3)nc3ccccc3n12 | -3% | 5% | i | 12 | 9 | 833 | 16% | -6% | 7% | -0.1% | 1.8 | 47
CS(=O)(=O)N1CCN(c2ccc([N+](=O)[O-])cc2F)CC1 | -3% | 14% | i | 56 | 9 | 701 | 2% | 12% | 5% | -0.2% | -0.4 | 45
CCOC(=O)c1cc(-c2ccc(N)cc2)sc1N | 6% | 2% | i | 46 | -40 | 644 | 9.9µM* | -9% | ? | -0.2% | 2.9 | 81
Cc1ccc(S(=O)(=O)N(Cc2ccc(Cl)cc2)c2ccccc2C(=O)NCc2ccco2)cc1 | -1% | -22% | i | 5 | -18 | 672 | -1% | 7% | 7% | · | 6.7 | 86
CCC(=O)Nc1nc2c(OC)ccc(OC)c2s1 | -2% | 22% | i | 27 | · | · | 10% | -6% | 1% | 0.2% | -0.6 | 64
CC1=NCCN1S(=O)(=O)c1ccc(Br)c(C)c1 | -5% | -3% | i | 12 | · | · | 1% | -24% | 3% | 0.0% | -2.2 | 95
CC(C)c1ccccc1NS(=O)(=O)c1cccs1 | -5% | 7% | i | 17 | -26 | 824 | 0% | 9% | 4% | 0.4% | 1.2 | 58
CC(NS(C)(=O)=O)C(c1cccs1)N1CCN(c2ccccc2)CC1 (stereo not given) | -1% | -20% | · | · | 10 | 712 | 15% | -2% | 6% | 0.1% | 1.0 | 46
Cc1ccc(NC(=O)CSc2ncccc2C(=O)Oc2cccc([N+](=O)[O-])c2)cc1Cl | -14% | 8% | i | 51 | 45 | 613 | 4% | 6% | 7% | 0.1% | 4.6 | 56
Cc1ccc2nc(/C(C#N)=C/c3cn[nH]c3-c3ccc(F)cc3)[nH]c2c1 | 0% | 6% | i | 13 | · | · | 5% | 4% | 11% | -0.3% | 4.9 | 52
CN1CCc2c(sc3nc(NN)n(-c4ccc(Cl)cc4)c(=O)c23)C1 | -5% | -9% | i | 42 | · | · | 10% | 6% | 14% | -0.1% | -0.9 | 82
COc1ccc(CCNC(=O)COC(=O)c2ccc(N3CCCC3=O)cc2)cc1 | -9% | -5% | i | 36 | 12 | 671 | 3% | -6% | 10% | 1.2% | 0.9 | 44
CN(C)/C=N/S(=O)(=O)c1cccn1-c1ncc(C(F)(F)F)cc1Cl | -3% | 5% | i | 29 | -7 | 595 | 4% | -3% | 10% | 0.2% | 0.3 | 70
Cc1cc2nc(CS(=O)(=O)c3ccccc3)cc(=O)n2[nH]1 | -4% | -5% | i | 43 | 3 | 711 | 10% | 1% | 7% | 0.5% | 0.0 | 35
O=C(CCC(=O)NNc1nc2ccccc2c2nc(-c3ccccc3)nn12)NCCCN1CCCC1=O | -4% | 16% | i | 46 | 9 | 705 | 21% | -6% | 15% | -0.6% | 1.9 | 86
CCOC(=O)C1(Cc2cccc(F)c2)CCN(C(=O)C2CCC2)CC1 | -2% | 8% | i | 24 | -10 | 705 | 12% | 0% | 0% | 0.0% | 0.0 | 50
Cc1cc(Nc2ccccc2)nc(N2CCN(C(=O)c3ccc4c(c3)OCO4)CC2)n1 | · | · | i | 38 | · | · | -2% | · | 2% | · | 6.6 | 50
N#Cc1ccncc1S(=O)c1ccc(Cl)cc1 (stereo not given) | -8% | 2% | i | 62 | -5 | 676 | 5% | 5% | -1% | -0.1% | 0.2 | 105
Oc1ccc(C=NC2CCCCC2)cc1 | -3% | 22% | i | 44 | -1 | 801 | 21% | 10% | -2% | 0.3% | -1.2 | 54
O=C(Nc1nc(-c2ccc(Cl)s2)cs1)c1ccco1 | 2% | -13% | i | 12 | -30 | 631 | 8% | 12% | 8% | -0.2% | 7.7 | 39
Cc1cc(-c2nnc(SCC(=O)c3ccc(Cl)cc3)o2)no1 | 0% | -12% | i | 54 | -4 | 643 | 11% | 1% | -2% | 0.1% | 0.9 | 83
O=C1c2cccc3c(N4CCCCC4)ccc(c23)C(=O)N1c1ccc(O)cc1 | 2% | 11% | i | 28 | 6 | 618 | 10% | 20% | 2% | -0.3% | -3.2 | 79
O=C(O)/C=C/C(=O)N(CC1CCCO1)C1CC(=O)N(c2c(Cl)cccc2Cl)C1=O (stereo not given) | -3% | 5% | i | 14 | 2 | 765 | -3% | 4% | 4% | -0.2% | 2.8 | 54
O=C(NC1CCCCC1)C(c1ccc(F)cc1)N(Cc1cccs1)C(=O)CN1C(=O)c2ccccc2S1(=O)=O (stereo not given) | -4% | 2% | i | 34 | -10 | 646 | 5% | 12% | 14% | 0.3% | 4.1 | 76
Cc1nn(C)c(C(=O)Nc2c(C)nn(Cc3c(F)c(F)c(F)c(F)c3F)c2C)c1Br | -10% | -6% | i | 16 | 10 | 682 | 29% | 14% | -2% | 0.5% | -0.7 | 51
CCc1nc(SCC(=O)NC2CCCC2)c2oc3ccccc3c2n1 | -8% | 7% | i | 55 | -33 | 669 | 8% | 6% | 12% | 0.0% | 2.9 | 69
N#CC(c1nc2ccccc2nc1N1CCCC1)S(=O)(=O)c1cccs1 (stereo not given) | -7% | 1% | i | 59 | · | · | 15% | 8% | 10% | 0.3% | -2.4 | 65
O=C1CSC(c2ccc([N+](=O)[O-])cc2)N1C1CCCCC1 (stereo not given) | -7% | -10% | i | 44 | -19 | 630 | 17% | 12% | 3% | -1.0% | -0.9 | 39
